Source: PubChem
CHX counter: counter-screen hit for Shiga toxin inhibitors, cycloheximide | cell reporter, cycloheximide protein synthesis inhibition counterscreen | max response, % | hit rate 12% among 300,000 | AID 2314; in the data active = max response mostly above about 13%, no sharp cut-off; inactive = mostly below about 14%; also: read at 38.3 µM for the half of the compounds with a filed dose; 0% is about no effect
Pf growth 48h: P. falciparum growth inhibition at 48 hours (one generation); P. falciparum luciferase growth in erythrocytes, 48 h; Potency, µM (series often up to 28.7 µM), without a hit: top-dose activity change, negative = inhibition, most hits filed as inhibitors; hit rate 5.9% among 310,000; also: potency is read from the fitted curve at half-maximal effect; % is scaled to controls: 0 for no effect and ±100 for the full control effect
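Read-out is firefly luciferase luminescence from an integrated reporter in P. falciparum, so falling signal marks reduced parasite growth. Infected erythrocytes were at 2% hematocrit and 0.1% parasitemia (final) in Albumax-supplemented RPMI 1640.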
Pf growth 96h: P. falciparum growth inhibition at 96 hours; Potency, µM (titrated, usually from 28.7 µM), without a hit: at the highest dose activity change, negative = inhibition, usual class: inhibitors; hit rate 6.9% among 320,000; P. falciparum luciferase reporter growth, 96 h; also: potency is read from the fitted curve at half-maximal effect; % is scaled to controls: 0 for no effect and ±100 for the full control effect
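P. falciparum expressing integrated firefly luciferase grown in erythrocytes (2% hematocrit, 0.05% parasitemia final) with compounds for 96 hours at 37 C, 5% CO2. Growth inhibition read as loss of luminescence after adding luciferase detection reagent.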
LmPK inh: LmPK (Leishmania mexicana) enzyme inhibition; purified LmPK, Kinase-Glo ATP luminescence, 1 h; Potency, µM (doses to about 57.5 µM), without a hit: at the highest dose activity change, negative = inhibition, usual class: inhibitors; hit rate 0.37% among 290,000; Q27686; also: potency is read from the fitted curve at half-maximal effect; % is scaled to controls: 0 for no effect and ±100 for the full control effect
Target sequence (Q27686 whole entry, looked up): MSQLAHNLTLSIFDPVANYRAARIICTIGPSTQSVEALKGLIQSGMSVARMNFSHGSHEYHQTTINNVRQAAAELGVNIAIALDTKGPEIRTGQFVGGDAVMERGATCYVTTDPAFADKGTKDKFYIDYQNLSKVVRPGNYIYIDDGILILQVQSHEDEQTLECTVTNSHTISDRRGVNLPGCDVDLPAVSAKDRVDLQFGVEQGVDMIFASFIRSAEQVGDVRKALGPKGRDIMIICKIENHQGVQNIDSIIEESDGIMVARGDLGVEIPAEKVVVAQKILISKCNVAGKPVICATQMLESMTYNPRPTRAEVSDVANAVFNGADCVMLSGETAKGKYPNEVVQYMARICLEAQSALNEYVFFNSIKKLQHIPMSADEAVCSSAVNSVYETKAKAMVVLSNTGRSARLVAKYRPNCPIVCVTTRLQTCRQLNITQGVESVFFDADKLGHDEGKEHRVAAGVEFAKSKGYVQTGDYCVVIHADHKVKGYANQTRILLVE
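Purified LmPK (0.1 nM) converted ADP (0.1 mM) to ATP with PEP (0.5 mM) in imidazole buffer pH 7.2 with KCl and MgCl2, 1 h at room temperature. ATP was read by Kinase-Glo luminescence; data normalized to uninhibited and no-enzyme controls.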
Shiga toxin inh: inhibitors of Shiga toxin in Vero cells. Vero cells, Shiga toxin protein synthesis inhibition reporter. inhibition, % at 38.7 µM. hit rate 9.2% among 290,000; in the data active = inhibition mostly above about 28%, no sharp cut-off; inactive = mostly below about 43%; also: 0% is about no effect
TbPYK inhibitor: inhibitors of Trypanosoma brucei pyruvate kinase; TbPYK enzyme, Kinase-Glo Plus ATP luminescence, 45 min; hit rate 0.12% among 410,000; Q57TT1; Potency, µM (doses to about 76.8 µM), for inactives: at the highest dose activity, negative = inhibition, actives largely listed as inhibitors; also: potency is read from the fitted curve at half-maximal effect; % is scaled to controls: 0 for no effect and ±100 for the full control effect; nearly all actives have a fitted effect of over 50% in size
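Enzyme and substrate buffer are dispensed first and compound is pin-transferred. ADP at 130 uM final then starts the reaction, which runs 45 min at room temperature. Detection reagent is added for 10 min before luminescence is imaged.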
AMA1-RON2 inh: inhibitors of Plasmodium falciparum AMA1-RON2 interaction; AlphaScreen AMA1-biotinylated RON2 peptide binding; Potency, µM (titrated, usually from 58.2 µM), without a hit: at the top dose activity change, negative = inhibition, most hits filed as inhibitors; hit rate 0.2% among 360,000;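 also: potency is read from the fitted curve at half-maximal effect; 0% = vehicle wells and -100% = peptide control; nearly all actives have a fitted effect of over 45% in size; some results filed as inactive show a strong effect at the top dose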
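AMA1 (3D7) with his tag at 25 nM final met compounds first, then biotinylated RON2 peptide at 25 nM; detection used donor plus acceptor beads, 10 µg/mL apiece, read by AlphaScreen after 30 min at room temperature.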
Numbers without * were called inactive; ? = inconclusive; . = not tested or not shown; & = joins results of further samples; [ ] = remark or other dose. Unless noted, calls follow the shape of the dose curve; as a rule, active = well fitted curve in the direction sought with a large enough effect; inconclusive = small, poorly fitted or top-dose-only effect, or another doubt; inactive = no such curve, though single readings can be large; an effect the other way counts as inactive or inconclusive.

SMILES | CHX counter | Pf growth 48h | Pf growth 96h | LmPK inh | Shiga toxin inh | TbPYK inhibitor | AMA1-RON2 inh
C/C(CC(=O)Nc1ccc(Br)cc1)=N\NC(=O)c1cccc(O)c1 | 44* | ? | ? | -3% | 69* | 0% | 89%[activator]
O=C(NCCCn1ccnc1)c1cccc(S(=O)(=O)NCc2ccccc2)c1 | 4 | 8% | 50%[activator] | 5%[11.5 µM] | -8 | 1% | -4%
Cc1nc(N)sc1-c1csc(Nc2ccccc2)n1 | 25* | 10% | 3% | -5% | 52* | -5% | -9%
CCOC(=O)c1sc(NNC(=O)c2ccc(C)cc2)nc1C | 12 | ? | -8% | 2% | 23 | 4% | 51%[activator]
CCCCC(CCC(=O)Nc1ccc(C(=O)OCC)cc1)C(=O)O (centres undefined) | 1 | 3% | -4% | -3% | -4 | -9% | -3%
CC(=O)C(Sc1nc(N2CCOCC2)nc(N2CCOCC2)n1)C(=O)Nc1ccccc1 (centres undefined) | 14 | -10% | . | -9% | 24 | -3% | -15%
Fc1ccc2nc(Nc3nc4c(F)cccc4s3)sc2c1 | 45* | -18% | ? | 2% | 42* | -6% | 61%[activator]
COc1cccc(NC(=O)CSc2nc3c(c(-c4ccco4)c2C#N)CCCC3)c1 | 8 | 106%[activator] | 0% | 5% | -14 | 0% | -7%
C/C(=N\NC(=O)c1ccc(CSc2nc(C)cc(C)n2)cc1)c1ccco1 | -2 | ? | ? | 3% | 5 | -1% | -4%
Cn1c(NC(=O)C2c3ccccc3Oc3ccccc32)cc(=O)n(C)c1=O | 2 | ? | ? | -3% | -1 | 7% | -2%
Cc1ccc(C2=NN=C(NC(=O)CSc3nnc4c5ccccc5n(C)c4n3)SC2)cc1 | 9 | 3.3µM* | 18% | 1% | 30 | -8% | -3%[2.32 µM]
CCOc1ccc(N2CC(C(=O)NCCCN3CCOCC3)CC2=O)cc1 (centres undefined) | 1 | 0% | -15% | -1% | -9 | 2% | 11%
Cc1cc(=O)n(C)c(=O)n1CCCCOc1ccc([N+](=O)[O-])cc1 | 5 | -24% | 14% | 2% | 16 | -6% | 12%
O=C(OCC(=O)N1CCN(c2ccccc2)CC1)c1ccc[n+]([O-])c1 | 7 | 23%[5.75 µM] | 45%[5.75 µM] | -1% | 18 | -1% | -6%
CN(C(=O)c1ccc(NC(=O)Cc2ccc(NC(=O)C3CCN(C(=O)CCc4ccccc4)CC3)cc2)cc1)C1CC1 | . | ? | ? | . | . | 0% | -2%
CCC(=O)Nc1ccc(C(=O)Nc2cccc(OC)c2)cc1 | 37* | . | 25% | ? | 108* | -11% | 14%
Cc1cc(N=Nc2ccccc2)c(NCC(O)C(O)C(O)CO)cc1C (centres undefined) | 23 | ? | 79%[activator] | -6% | 0 | -5% | ?
Cc1ccc2c(c1)C(=C(C#N)C#N)C(=O)N2CCN1CCCCC1 | -2 | ? | -8% | 5% | -16 | -10% | -17%
Cc1cc(NC(=O)c2c(F)c(F)c(F)c(F)c2F)no1 | 1 | ? | ? | -4% | -14 | -13% | 2%
Cc1cc(C)nc(N2CCCC(C(=O)NNC(=O)c3ccncc3)C2)n1 (centres undefined) | 1 | -2% | 119%[activator] | 2% | -7 | -7% | 95%[activator]
CCCCNC(=O)COC(=O)c1cc(C)nc2ccccc12 | -4 | . | -28% | 5% | -4 | 1% | 3%
CC(C)(C)N1C(=O)[C@H]2[C@@H](c3ccc(Br)cc3)N3C(=O)N(c4cccc(F)c4)C(=O)[C@@]3(C)[C@H]2C1=O | . | ? | 0% | . | . | -4% | -7%
CC(C)NC(=O)C(=O)Nc1cc2c3c(c1)CCC(=O)N3CCC2 | -2 | 9% | ? | -3% | -15 | 4% | 2%
COC(=O)c1ccc(NC(=O)CCCCCn2nnc3ccccc3c2=O)cc1 | 8 | 5.2µM* | 3.3µM* | -4% | 10 | 9% | -6%
O=C(C1=C[C@@H](c2ccc(C(F)(F)F)cc2)C[C@@H](OCc2ccc(CO)cc2)O1)N1CCN(Cc2ccc3c(c2)OCO3)CC1 | 11 | ? | 2.3µM* | 4% | 5 | 4% | -19%
O=C(Nc1nnc(CSCc2ccccc2F)s1)c1cccc([N+](=O)[O-])c1 | -3 | 19% | 13µM* | 2% | -9 | -3% | 42%[activator]
Cc1c(C(=O)OC/C(O)=C(\C#N)c2nc3ccccc3[nH]2)oc2ccc(Br)cc12 | -3 | -5% | ? | 3% | -7 | -5% | 144%[activator]
CN(Cc1ccccc1)C(=O)COc1cc(Cl)ccc1Cl | 7 | ? | -27% | 4% | 17 | 2% | -6%
CCC(C(=O)NC1CCCCC1)n1c2ccccc2c2nc(=O)cc(C)n21 (centres undefined) | -3 | -7% | ? | -1% | 18 | -6% | -8%
CC/C=C\C/C=C\C/C=C\CCCCCCCC(=O)O | 2 | ? | ? | . | -8 | -11%&-15% | 13%
NC(=O)C1CCN(CC(=O)Nc2cccnc2Cl)CC1 | 7 | 36%[activator] | 98% | 10% | 0 | 0% | 1%
CCN(CC)C(=O)C(=O)c1cn(CCOc2ccccc2)c2ccccc12 | 0 | ? | 34%[5.75 µM] | 1% | 19 | -9% | 7%
O=C(O)/C=C/C(=O)c1ccc(O)cc1 | 1 | ? | 0.93µM* | 8% | 27 | -27% | 0%
Cc1cc(=O)[nH]c(-c2ccc(Cl)cc2)n1 | 0 | 11% | 9% | -14% | 24 | 2% | -6%
O=Nc1c(O)[nH]c2c(F)cccc12 | -4 | -6% | ? | 2% | 7 | -7% | 0%[2.32 µM]
COc1ccc(OCC(=O)N2CCCC(N3CCN(c4ccccc4C)CC3)C2)cc1 (centres undefined) | 1 | -23% | -2% | -5% | -3 | -7% | -19%
CN1CCCC(CN2c3ccccc3Sc3ccccc32)C1 (centres undefined) | -3 | ? | ? | -8% | -5 | 2%&0% | -15%
NC(=O)c1cc(-c2ccccc2)sc1NC(=O)Cc1ccc(S(=O)(=O)N2CCOCC2)s1 | -1 | ? | 38% | 10% | -7 | -10% | 29%
Cn1c(SCc2nc(-c3ccccc3)no2)nnc1-c1cccs1 | -1 | ? | ? | -2% | 15 | 6% | 2%
CCN(CC)CCCn1c2c(c(SCC(=O)Nc3cc(OC)cc(OC)c3)nc1=O)CCC2 | . | ? | ? | . | . | 0% | -4%
Cc1ccc(Cl)c(NC(=O)COC(=O)CNS(=O)(=O)/C=C/c2ccccc2)c1Cl | -4 | 20% | 34%[activator] | 2% | -12 | 5% | -15%
Cc1cc(-c2ccccc2)nc(SCc2ccc(C(=O)O)cc2)n1 | -1 | 7% | 309%[activator] | 0% | 1 | -2% | 0%
CCn1c(=O)cc(OCC(=O)NCCc2cccc(C)c2)c2ccccc21 | 1 | -14% | -5% | -2% | -5 | -10% | -9%
O=C(N/C(=C\c1ccco1)C(=O)N1CCC(O)CC1)c1ccccc1 | -4 | 17% | 109%[activator] | -4% | 2 | 2% | 2%
CCc1cc2c(COC(=O)c3cccc(S(C)(=O)=O)c3)cc(=O)oc2cc1O | -3 | ? | ? | 4% | -1 | -2% | 37%[activator]
Cc1ccc(-n2c(N)c(C(=O)Nc3c(C)n(C)n(-c4ccccc4)c3=O)c3nc4ccccc4nc32)cc1C | -3 | 10µM* | ? | -1% | -1 | . | .
CCOC(=O)Cc1cnc(NC(=O)Cn2nnc(-c3ccc(OCC)cc3)n2)s1 | 3 | 0% | 6.6µM* | 2% | 33 | 1% | -5%
CCc1ccccc1-n1nnnc1-c1cnccc1C(F)(F)F | -3 | -2% | -5% | 0% | -11 | 27% | 13%
CCOc1ccc(C(=O)CN2CCN(S(=O)(=O)c3ccc(Br)cc3)CC2)cc1 | -5 | 5% | -15% | 0% | -7 | 4% | -12%
C=C(C)CN(CC)C(=O)CCc1nnc(CCc2c[nH]c3ccccc23)o1 | 0 | -9% | 4% | 6% | -7 | 8% | 13%
O=S(=O)(c1cccc2ccccc12)n1nnc2ccccc21 | -6 | 1% | 10% | 2% | -18 | 0% | -9%
Clc1ccccc1/C=C/c1nc(-c2ccccn2)no1 | -1 | 2.1µM* | 67%[activator] | 4µM* | -16 | -14% | 2%
Cc1cc(=O)oc2c(C)c(OCC(=O)N3CCN(C(=O)C4COc5ccccc5O4)CC3)ccc12 (centres undefined) | -5 | 10µM* | 9.3µM* | 6% | -3 | 2% | 15%
COc1cccc(NC(=O)CN(c2ccc3c(c2)OCO3)S(C)(=O)=O)c1 | 8 | 7% | ? | 7% | 7 | -4% | 13%
O=c1c2ccccc2nc(-c2cccs2)n1-c1ccccc1 | -3 | 0% | 6% | 7% | -11 | 6% | 2%
CN(C(=O)c1ccco1)C1(c2ccccc2Cl)CCCCC1=O (centres undefined) | -1 | -1% | 32%[activator] | -3% | -10 | -5% | 3%
Cn1c(=O)oc2cc(S(=O)(=O)Nc3cccc([N+](=O)[O-])c3)ccc21 | -2 | 24% | 20% | 6% | -4 | 7% | -6%
